# Bioassay records deposited in PubChem by National Center for Advancing Translational Sciences (NCATS).
# Menin-MLL TR inh: menin-MLL binding inhibition, Texas Red mutant peptide; 270,000 tested, 0.23% active; AID 1768; O00255; Menin + Texas Red MLL mutant peptide, fluorescence polarization; Potency, µM (series often up to 61.6 µM), without a hit: at the highest dose FP activity change, negative = inhibition, usual class: inhibitors; active = well fitted inhibition curve with a large enough effect in the polarisation, with a control signal flat, not every such curve was filed as active; inconclusive = small, poorly fitted or top-dose-only effect, or effect the other way, or a change in a side signal; inactive = no such curve, though single readings can be large or run the other way; the % refers to the polarisation; also: potency is read from the fitted curve at half-maximal effect; % of control where 0% means no effect; many of its hits are not listed in these tables
# KCNH2 3.1 block: KCNH2 3.1 (human) potassium channel inhibition; U2OS KCNH2 3.1, thallium flux FluxOr; stronger effect = lower value; AID 720553; 340,000 tested, 0.95% active; activity change, % (tested at about 1.8 µM);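 active = maximum activity change below -70%; inconclusive = maximum activity change from -70% to -50%; inactive = maximum activity change above -50%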;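 also: thallium influx rate constant from kinetic fluorescence after stimulation buffer; % is scaled to controls: 0 for no effect and ±100 for the full control effect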
#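 Thallium flux via FluxOr fluorescence (Red40 quencher, 45 min loading) in U2OS cells virally expressing the KCNH2 3.1 isoform (1.77 x 10^8 /mL virus, overnight at 37 C). Rate constants from 2-min kinetic reads post-stimulation, normalised to positive and negative controls.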
# B2AR arrestin: agonists driving beta-arrestin recruitment to human beta2-adrenergic receptor. 330,000 tested, 0.02% active. Potency, µM (highest dose often 46.1 µM), inactives show at the top dose activation, usual class: activators. P07550. beta-arrestin recruitment to beta2AR, cell-based reporter;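 also: potency is read from the fitted curve at half-maximal effect; 0% = DMSO controls and full agonism = EC100 isoproterenol or metaproterenol; nearly all actives have a fitted effect of over 65% in size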
# hERG WT inh: KCNH2 (human, wildtype) channel inhibition | Q12809 | U2OS, BacMam KCNH2, thallium flux FluxOr; stronger effect = lower value | activity change, % at 1.84 µM | 340,000 tested, 0.37% active | AID 720551;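 active = maximum activity change below -70%; inconclusive = maximum activity change between -70% and -50%; inactive = maximum activity change above -50%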; also: % is scaled to controls: 0 for no effect and ±100 for the full control effect
#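 U2OS cells transduced with wild-type KCNH2 virus are loaded with FluxOr dye for 45 min, and thallium flux is measured in kinetic reads before and after stimulation buffer. Rate constants are normalized to DMSO controls.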
# TRPV1 ag: human TRPV1 agonism | 320,000 tested, 0.19% active | AID 540275 | activation, % at 8.33 µM | Q8NER1 | TRPV1-expressing cells, Fluo-8 calcium influx, agonist mode; in the data active = activation above about 80%; inconclusive = between about 30% and that limit; also: 0% is about no effect
# Target sequence (Q8NER1 whole entry, looked up): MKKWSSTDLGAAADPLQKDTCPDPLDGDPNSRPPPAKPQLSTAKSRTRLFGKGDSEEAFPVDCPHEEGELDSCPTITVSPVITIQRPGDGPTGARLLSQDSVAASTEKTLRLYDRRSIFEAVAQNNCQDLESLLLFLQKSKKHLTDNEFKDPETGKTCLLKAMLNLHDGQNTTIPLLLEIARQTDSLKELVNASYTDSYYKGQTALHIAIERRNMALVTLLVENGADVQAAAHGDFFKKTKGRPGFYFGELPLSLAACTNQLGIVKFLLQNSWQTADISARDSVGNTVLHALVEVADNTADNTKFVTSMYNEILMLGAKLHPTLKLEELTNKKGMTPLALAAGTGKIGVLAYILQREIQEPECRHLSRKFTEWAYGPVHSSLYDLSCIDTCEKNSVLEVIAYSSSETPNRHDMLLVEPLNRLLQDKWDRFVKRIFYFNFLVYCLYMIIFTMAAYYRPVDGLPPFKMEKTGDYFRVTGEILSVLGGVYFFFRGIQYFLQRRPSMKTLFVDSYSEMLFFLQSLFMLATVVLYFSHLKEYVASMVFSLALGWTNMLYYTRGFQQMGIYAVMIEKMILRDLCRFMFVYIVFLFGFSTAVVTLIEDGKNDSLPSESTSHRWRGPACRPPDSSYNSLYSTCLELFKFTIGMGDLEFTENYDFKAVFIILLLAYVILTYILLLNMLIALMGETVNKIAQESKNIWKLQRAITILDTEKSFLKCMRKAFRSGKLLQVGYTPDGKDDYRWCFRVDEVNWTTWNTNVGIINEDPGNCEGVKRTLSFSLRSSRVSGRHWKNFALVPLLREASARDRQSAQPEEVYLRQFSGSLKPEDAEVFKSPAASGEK
#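 TRPV1-expressing cells were cultured overnight at 35.5C and loaded with Fluo-8 calcium dye for 40 to 90 min at room temperature. After a 10 s baseline, compound was added and calcium influx was read kinetically for 3 min (ex 480/em 520 nm).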
# GALK inhibitor: galactokinase (human) inhibition; 270,000 tested, 0.007% active; AID 1868; Potency, µM (top dose mostly 57.5 µM), inactives show top-dose activity change, negative = inhibition, usual class: inhibitors; Purified GALK, Kinase-Glo residual ATP luminescence; also: potency is read from the fitted curve at half-maximal effect; % is scaled to controls: 0 for no effect and ±100 for the full control effect
#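 Quantitative HTS: GALK 5 nM, ATP 35 uM, galactose 100 uM, 1 h room temperature, then luciferase-based ATP detection.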
# FBPA coupling cs: inhibits coupling enzyme system, counter-screen for aldolase hits. coupling enzyme system counterscreen, AmpLite Red fluorescence. activity change, negative = inhibition, % at 58.2 µM, hits read low. 290,000 tested, 0.67% active. AID 2472; in the data active = activity change below about -30%; also: % is scaled to controls: 0 for no effect and ±100 for the full control effect
#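 Final compound at 57.5 uM, incubated 10 min at RT with coupling enzyme reagent (glyceraldehyde-3-phosphate), then 20 min with substrate and AmpLite Red detection. Fluorescence read at 525/598 nm; tests interference with the coupling assay, not aldolase inhibition.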
# USP2a inh: inhibitors of human ubiquitin-specific protease USP2a. O75604. USP2 core, Ub-CHOP2 coupled fluorogenic reporter, 485/531. Potency, µM (doses to about 38.3 µM), inactives show at the top dose activity change, negative = inhibition, usual class: inhibitors. 330,000 tested, 0.01% active. AID 463254;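 also: potency is read from the fitted curve at half-maximal effect; plate controls were DMSO wells for no effect and full inhibition by NEM control for full effect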
#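 USP2 core (10nM final) preincubated 30min RT with compound in 20mM Tris-HCl pH 8.0, 2mM CaCl2, 2mM beta-mercaptoethanol, 0.05% CHAPS; 25nM Ub-CHOP2 plus 25nM reporter substrate added, fluorescence (Ex485/Em531) read after 60min.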
# MLL CXXC-DNA inh: inhibitors of human MLL CXXC domain-DNA interaction; MLL-CXXC / FITC-HOXA9 DNA fluorescence polarization; Potency, µM (doses to about 115 µM), without a hit: at the highest dose activity change, negative = inhibition, usual class: inhibitors; 290,000 tested, 0.037% active; active = well fitted inhibition curve with a large enough effect in the polarisation, with a control signal flat, not every such curve was filed as active; inconclusive = small, poorly fitted or top-dose-only effect, or effect the other way, or a change in a side signal; inactive = no such curve, though single readings can be large or run the other way; the % refers to the polarisation; also: potency is read from the fitted curve at half-maximal effect
#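 Fluorescence polarization: 7 uM MLL-CXXC (stock) preincubated 5 min with compounds, then 50 nM fluorescein-HOX-A9 DNA (stock) added; 30 min ambient. Buffer 50 mM Tris-HCl pH 7.5, 50 mM NaCl, 1 mM DTT, 0.05% BSA.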
# Giardia kill: Giardia lamblia killing; Giardia lamblia trophozoite viability; activity change, % at 7.66 µM, hits read low; 340,000 tested, 0.15% active; AID 540267; in the data active = activity change below about -80%; inconclusive = between about -30% and that limit;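 also: parasites exposed to compound for two days anaerobically before the ATP read; % is scaled to controls: 0 for no effect and ±100 for the full control effect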
#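 Viability, read as ATP luminescence: trophozoites at 100 cells/well, compound added, 48 hrs anaerobic at 37 deg C, then 15-30 min room-temperature development before reading.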
# PKM2 activator: activators of human pyruvate kinase M2 | P14618 | purified PKM2, Kinase-Glo ATP luminescence, activation; response scale: 0% is enzyme alone, no compound | Potency, µM (titrated, usually from 57.5 µM), inactives show top-dose activation, most hits filed as activators | 260,000 tested, 0.34% active | AID 1631; also: potency is read from the fitted curve at half-maximal effect; % is scaled to controls: 0 for no effect and ±100 for the full control effect; nearly all actives have a fitted effect of over 55% in size
#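 Purified hPK-M2 (>95% pure) converted ADP (0.1 mM final) to ATP with 0.5 mM PEP in 50 mM imidazole pH7.2, KCl, MgCl2, Tween 20, BSA; 1 h at room temperature. ATP detected by Kinase-Glo luminescence.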
# Numbers without * were called inactive; u = inconclusive; x = no result given; & = joins results of further samples; [ ] = another dose, or the depositor's remark. Unless noted, calls follow the shape of the dose curve; as a rule, active = well fitted curve in the direction sought with a large enough effect; inconclusive = small, poorly fitted or top-dose-only effect, or another doubt; inactive = no such curve, though single readings can be large; an effect the other way counts as inactive or inconclusive.
SMILES,Menin-MLL TR inh,KCNH2 3.1 block,B2AR arrestin,hERG WT inh,TRPV1 ag,GALK inhibitor,FBPA coupling cs,USP2a inh,MLL CXXC-DNA inh,Giardia kill,PKM2 activator
COC(=O)[C@@H]1C[C@@]2(O)[C@H](O)[C@H](O)[C@H](O)C[C@H]2N1CC1CC1,9%,-1,0.2%,12,-3,0%,4&5,-2%,2%,18,-2%&7%
Cc1cccc(C)c1Nc1nnc(SCc2nc3ccccc3c(=O)[nH]2)s1,0%,-8,-1.0%,19,2,0%,-5,0%,6%,-6,-5%
O=C(Nc1ccccc1C(=O)O)c1cncc(Br)c1,-5%,-7,-0.1%,-1,0,-3%,3,-1%,12%,-15,-10%
Nc1nc(SCC(=O)Nc2ccc(Oc3ccccc3)cc2)n[nH]1,u,11,0.1%,0,u,2%,5,0%,17%,-4,10%
Cc1ncoc1C(=O)N1CCCC(C(=O)c2cccc(OC(C)C)c2)C1 (stereo unspecified),u,13,-0.4%,4,-4,4%,3,0%,8%,5,16%
C=CCN(c1ccccc1)S(=O)(=O)c1cccc(C(=O)NC2CCN(Cc3ccccc3)CC2)c1,x,8,-0.1%,6,u,x,x,0%,x,-19,x
CCOc1cc(C(=O)OCC(=O)c2c(N)n(C)c(=O)n(C)c2=O)cc(OCC)c1OCC,0%,-13,-0.2%,-2,20,3%,1,-5%,-21%,-11,-4%
CSc1ccccc1NC(=S)Nc1ccc(S(N)(=O)=O)cc1,7%,17,-0.1%,-3,-2,-1%,1,-2%,15%,-12,1%
O=C(Cn1ncc(N2CCOCC2)c(Cl)c1=O)c1ccc(Cl)cc1,-14%,1,0.0%,4,13,1%,1,8%,-1%,u,0%
CCCCC1(CCCC)NC(=S)N(Nc2ccc(C)cc2)C1=O,1%,2,0.5%,2,u,1%,5,-6%,7%,-17,3%
Cc1cc(C)nc(SCC(=O)Nc2ncc3c(n2)CCCC3=O)n1,-10%,-5,-0.3%,6,4,1%,2,2%,-2%,3,2%
FC(F)(F)c1ccc(Cl)c(NC(=S)NC2CC2)c1,7%,6,-0.3%,-12,2,-1%,0,5%,-1%,3,-1%
C=CCOc1ccc(/C(CC)=N/O)c(OC)c1,-2%,-2,-0.1%,13,0,0%,0,0%,-1%,10,2%
CC(C)(C)c1ccc(C(=O)Nc2ccc(C(=O)NCc3cccnc3)cc2)cc1,39%[activator],1,-1.3%,3,19,14%,1,-3%,5%,-15,2%
COCCNC(=O)/C(C#N)=C/c1cc(C)n(C2CCCCC2)c1C,-3%,6,0.2%,7,2,-1%,2,0%,2%,28,-6%
Cc1cc(C(=O)NC(=S)Nc2ccccc2N2CCOCC2)ccc1[N+](=O)[O-],-3%,-10,-0.6%,-3,12,1%,2,0%,2%,9,0%
O=C(NC1CCCCC1)N1CCc2ccccc2C1,-6%,6,0.1%,0,1,0%,-1,-1%,-5%,22,2%
COc1ccc(CNC(=O)C/C(C)=N/NC(=O)Cc2ccc(OC)c(OC)c2)cc1,10%,-7,-1.1%,-3,4,0%,0,2%,6%,15,-2%
CC(=O)O[C@H]1CC[C@@]2(C)C(CCC3C2CC[C@]2(C)OC(=O)CCC32)C1 (stereo partly specified),5%,-10,-0.7%,4,5,-2%,0,0%,3%,-8,-5%
O=C(NCc1cccnc1)c1cccn2c(=O)c3sccc3nc12,1%,-6,-0.7%,-21,-3,-1%,5,2%,-3%,-5,14%
CCCc1cc(CNC(=O)C2CCC(=O)N(Cc3ccccc3F)C2)on1 (stereo unspecified),x,21,0.2%,-6,4,1%,x,1%,4%,10,6%
Cc1cccc(OCC(=O)Nc2ccc(N3CCN(C(=O)c4ccccc4)CC3)cc2)c1C,6%,x,-0.1%,-7,6,-3%,1,0%,-10%,28,-3%
N#Cc1c(NC(=O)/C=C/C(=O)O)sc2c1CCN(Cc1ccccc1)C2,34%[activator],12,0.0%,-9,5,x,-4,8%,212%[activator],7,x
Cc1ccc(OCC(O)CNC(=O)c2ccccc2C(=O)O)cc1 (stereo unspecified),-7%,2,-1.0%,2,1,1%,4,1%,-2%,11,0%
COC(=O)COc1ccc(S(=O)(=O)N2CCN(c3ccccc3F)CC2)cc1C,-16%,-13,-0.3%,-6,7,-3%,-1,-1%,-5%,-8,-2%

# Some of these compounds in order of molecular weight, largest number first:
SMILES,Menin-MLL TR inh,KCNH2 3.1 block,B2AR arrestin,hERG WT inh,TRPV1 ag,GALK inhibitor,FBPA coupling cs,USP2a inh,MLL CXXC-DNA inh,Giardia kill,PKM2 activator
Cc1cc(C(=O)NC(=S)Nc2ccccc2N2CCOCC2)ccc1[N+](=O)[O-],-3%,-10,-0.6%,-3,12,1%,2,0%,2%,9,0%
CC(=O)O[C@H]1CC[C@@]2(C)C(CCC3C2CC[C@]2(C)OC(=O)CCC32)C1 (stereo partly specified),5%,-10,-0.7%,4,5,-2%,0,0%,3%,-8,-5%
FC(F)(F)c1ccc(Cl)c(NC(=S)NC2CC2)c1,7%,6,-0.3%,-12,2,-1%,0,5%,-1%,3,-1%

# Returning to the listing, repeating the two entries before the break.
SMILES,Menin-MLL TR inh,KCNH2 3.1 block,B2AR arrestin,hERG WT inh,TRPV1 ag,GALK inhibitor,FBPA coupling cs,USP2a inh,MLL CXXC-DNA inh,Giardia kill,PKM2 activator
Cc1ccc(OCC(O)CNC(=O)c2ccccc2C(=O)O)cc1 (stereo unspecified),-7%,2,-1.0%,2,1,1%,4,1%,-2%,11,0%
COC(=O)COc1ccc(S(=O)(=O)N2CCN(c3ccccc3F)CC2)cc1C,-16%,-13,-0.3%,-6,7,-3%,-1,-1%,-5%,-8,-2%
Cc1c(NC(=O)OCCNC(=O)COc2ccc(Cl)cc2Cl)sc(=S)n1C,u,4,-0.2%,-4,-7,0%,-1,6%,7%,-5,1%
COC(=O)c1ccc(CN2CCN(C3CCCC3)C(CCO)C2)cc1 (stereo unspecified),0%,28,0.2%,14,1,3%,1,-1%,-1%,-22,-1%
O=C(NCc1ccco1)c1cc(-c2ccccc2)nc2ccccc12,-19%,-22,-0.1%,2,17,-3%,1,-1%,5%,3,9%
O=C(N/N=C/c1cc(Br)cc(Br)c1O)c1ccncc1,u,-47,0.2%,4,24,15%,5,13%,35%[activator],8,u
Cc1ccc(Nc2ncnc3sccc23)c(C)c1,3%,27,-0.4%,-2,13,5%,0,2%,2%,3,8%
COCCNC(=O)CN(CCc1ccccc1)S(=O)(=O)c1ccc(Br)cc1,-17%,-23,0.8%,0,6,-4%,1,1%,-3%,-7,0%
CCN(CC)c1ccc(Nc2cc3n(c(=O)n2)CCc2cc(OC)c(OC)cc2-3)cc1,13%,10,0.0%,0,14,1%,4,-9%,18%,5,x
Cc1ccccc1NC(=O)c1cnn(-c2ccccc2)c1NC(=O)c1ccco1,13%,11,-0.1%,-3,0,5%,4,4%,-2%,1,-3%
Cc1ccccc1CC(=O)NCCN1CCCCC1,-6%,-9,0.1%,-3,2,0%,0,2%,-3%,9,0%
COc1ccc(CCNC(=O)CN2C(=O)c3cccc4cccc(c34)C2=O)cc1OC,10%,-5,-0.9%,0,3,1%,6,0%,-6%,30,-4%
O=C(Nc1ccc(N2CCOCC2)cc1)C1CC(=O)N(c2ccccc2)C1 (stereo unspecified),-4%,2,0.1%,1,3,0%,2,1%,-5%,-1,4%

# A section taken from the entries so far:
SMILES,Menin-MLL TR inh,KCNH2 3.1 block,B2AR arrestin,hERG WT inh,TRPV1 ag,GALK inhibitor,FBPA coupling cs,USP2a inh,MLL CXXC-DNA inh,Giardia kill,PKM2 activator
Cc1ccc(Nc2ncnc3sccc23)c(C)c1,3%,27,-0.4%,-2,13,5%,0,2%,2%,3,8%
COCCNC(=O)CN(CCc1ccccc1)S(=O)(=O)c1ccc(Br)cc1,-17%,-23,0.8%,0,6,-4%,1,1%,-3%,-7,0%

# The list is partial. The share of hits here may be higher or lower than overall.
